NOD2 inhibition – inhibition of NOD2-driven NF-kB reporter – cell-based, luminescence, uHTS, HEK293 (AID 1566); HEK293 NOD2/NF-kB luciferase reporter, luminescence; higher % means a stronger effect; inhibition, % at 4 µM, or EC50 in µM where a hit was titrated; actives 0.63% (n = 290,000); note: many of its hits are not listed in these tables
P. falciparum M17LAP – P. falciparum M17LAP inhibitors, primary screen, biochemical, fluorogenic H-Leu-NHMec substrate, 1536-well (AID 1619); one-dose inhibition, % at 30 µM; IC50 in µM for titrated hits; actives 0.38% (n = 220,000); recombinant M17LAP, H-Leu-NHMec fluorogenic kinetic assay; higher % means a stronger effect;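 active = compound inhibiting the enzyme by more than half at any dose during confirmatory dose-response retesting; inconclusive = strong single-dose inhibitors picked by rank but not retested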;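 note: plate controls were full reaction with DMSO carrier for no effect and no enzyme background for full effect; strong numbers were not always called active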
Dynein transport – blocks dynein driven cargo transport along microtubules | actives 0.47% (n = 220,000) | 3617.4 mouse cells, GR-EGFP nuclear translocation imaging; test concentration mostly 20 µM; stimulated with dexamethasone, 1 µM; hits give low values | AID 1381 | z-score, hits read low;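 active = plate z-score of nuclear minus cytoplasmic receptor signal below a set negative limit, without overly bright fluorescence or cell loss, cut at about -3.5 in these data, passing the limit was not always enough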;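 note: z-score of nuclear minus cytoplasmic ring GR-EGFP intensity difference per well; some compounds called inactive have numbers as strong as hits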
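Buffer or medium – tet-free medium with charcoal-stripped serum · Signal – automated 10x imaging of fixed Hoechst-stained cells · Also added – dexamethasone agonist, 1.0 µM final, for 30 min · Incubation – induction 48 h, compound 1 h, agonist 30 min · Read-out – GR-EGFP nuclear translocation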
M1AAP inhibition – malaria alanyl aminopeptidase activity blockers – biochemical, fluorogenic H-Leu-NHMec substrate, 1536-well (AID 1445). recombinant M1AAP, H-Leu-NHMec fluorogenic kinetic assay; higher % means a stronger effect. inhibition, % at 30 µM; hits with a dose series show IC50 in µM. actives 0.42% (n = 220,000);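 active = primary inhibition above the hit cutoff, then over 50% inhibition at one or more dose response concentrations, cut at about 23% in these data, passing the limit was not always enough; inconclusive = conflicting primary data, or primary hits not chosen for dose response; inactive = low primary inhibition, or under 50% at every dose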;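 note: plate controls were DMSO full reaction for no effect and no enzyme background for full effect; strong numbers were not always called active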
KOR beta-arrestin-1 – KOR agonists, beta-arrestin recruitment, primary screen, cell-based, luminescence, uHTS (AID 1777) | actives 0.02% (n = 280,000) | KOR beta-arrestin recruitment, luminescence; higher % means a stronger effect | activation, % at 10 µM, or EC50 in µM where a hit was titrated; in the data active = activation above about 50%, passing the limit was not always enough; note: a part of the inactive calls stands beside numbers as strong as those of hits
GPR55 activation – GPR55 agonists via beta-arrestin recruitment, primary screen, imaging, U2OS cells, beta-arrestin-GFP redistribution (AID 1961); U2OS GPR55 beta-arrestin-GFP redistribution imaging; higher % means a stronger effect; one-dose activation, % at 10 µM; EC50 in µM for titrated hits; actives 0.048% (n = 290,000);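 active = activation above 40% with more than 50 cells counted in the well; inconclusive = wells holding fewer than 50 cells, flagged as toxic or sparse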;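 note: U2OS osteosarcoma cells stably expressing GPR55 and beta-arrestin-GFP; plate controls were DMSO negative control for no effect and LPI positive control for full effect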
KOR beta-arrestin-2 – KOR antagonists, beta-arrestin recruitment, cell-based, luminescence, uHTS (AID 1778); KOR beta-arrestin recruitment, luminescence, antagonist mode; higher % means a stronger effect; one-dose inhibition, % at 10 µM; IC50 in µM for titrated hits; actives 0.091% (n = 290,000); note: strong numbers were not always called active
NOD1 NF-kB reporter – NOD1 signaling inhibitors, primary screen, cell-based, luminescence, uHTS (AID 1578); actives 1% (n = 290,000); inhibition, % at 4 µM, or EC50 in µM where a hit was titrated; NOD1-driven NF-kB luciferase reporter cells, luminescence; higher % means a stronger effect; in the data active = inhibition mostly above about 36%, no sharp cut-off; inactive = mostly below about 34%;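 note: HEK-293T reporter cells stimulated with the NOD1 agonist gamma-tri-DAP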
AID2073 – disruptors of CaV2.2 binding to Mint1 – biochemical, HTRF (AID 2073); HTRF protein-protein interaction, Mint1-CaV2.2; higher % means a stronger effect; one-dose inhibition, % at 20 µM; IC50 in µM for titrated hits; actives 0.19% (n = 290,000); in the data active = inhibition mostly above about 51%, no sharp cut-off; inconclusive = no clear call, values can overlap the other calls; inactive = mostly below about 53%; note: some results filed as inactive read as strong as hits
Dynein transport cytoplasmic EGFP – second read-out of Dynein transport, no call of its own (marks repeat the call); z-score; measured here: cytoplasmic GR-EGFP intensity; hits give high values
Dynein transport nuclear GR-EGFP – further read-out of Dynein transport, marked with its call; z-score; measured here: nuclear GR-EGFP intensity;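 lower value marks the stronger effect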
Dynein transport cell count – also measured in Dynein transport; calls as there; z-score; measured here: cell count per field
Active calls of the source: *; ? = inconclusive; . = no result given; [ ] = remark or other dose. Cut-off read from the data, not from the text of the source, unless noted: active = inhibition above about 50%; inactive = the rest. Some of the compounds tested; the hit share may differ from the screen's.

SMILES	NOD2 inhibition	P. falciparum M17LAP	Dynein transport	Dynein transport cytoplasmic EGFP	Dynein transport nuclear GR-EGFP	Dynein transport cell count	M1AAP inhibition	KOR beta-arrestin-1	GPR55 activation	KOR beta-arrestin-2	NOD1 NF-kB reporter	AID2073
CCOC(=O)c1c2ccc(OCC(=O)N/N=C/c3ccccc3C(F)(F)F)cc2n2ccccc12	-7.4%	4.5%	-0.619	5.29	0.78	-0.114	1.7%	1.4%	1.2%	-18.4%	-98.5%	16.4%
O=C(c1cccnc1)C1CCCN(Cc2nc(Cc3ccccc3)no2)C1 (centres undefined)	1.6%	0.1%	-0.292	-0.22	-0.0822	0.28	-7.7%	2.9%	-0.2%	-37.1%	-42.0%	10.9%
COc1cccc(NC(=O)CN(C)S(=O)(=O)c2ccc3c(c2)n(C)c(=O)c(=O)n3C)c1	6.7%	.	.	.	.	.	.	3.2%	0.4%	-27.9%	1.0%	3.7%
Cc1cccc(CNc2ccc(C(CC(N)=O)NC(=O)c3cccc(Br)c3)cc2[N+](=O)[O-])c1 (centres undefined)	-1.9%	-3.2%	0.204	-0.779	0.0392	-0.365	4.4%	-2.8%	2.7%	40.5%	0.3%	-7.9%
CCn1c(=NC(=O)c2ccc(N3C(=O)CCC3=O)cc2)sc2c(OC)ccc(OC)c21	24.5%	-1.2%	0.217	0.0207	0.405	-0.469	0.3%	0.4%	0.7%	-3.3%	-7.0%	49.8%
COCc1ccc(C(=O)N2CCCC(C(=O)c3cc(F)ccc3F)C2)s1 (centres undefined)	19.7%	8.0%	-0.713	-0.237	-0.244	0.901	1.9%	.	0.0%	21.1%[20 µM]	-23.3%	-2.4%
COc1ccc(Cl)cc1NC(=O)c1ccco1	4.3%	-2.2%	-0.244	-0.295	-0.019	0.376	-0.7%	-6.9%	0.3%	31.9%	-17.3%	10.6%
CN(C(=O)C1CCC(=O)N(Cc2cccc(F)c2)C1)C1CCCCC1 (centres undefined)	-36.2%	.	.	.	.	.	.	6.7%	-0.1%	-28.2%	-21.1%	?
CCOC(=O)c1c(-c2cccs2)csc1NC(=O)CN1CC(C)OC(C)C1 (centres undefined)	-1.5%	13.1%	-1.37	0.0433	-0.593	0.737	15.4%	-2.3%	0.0%	2.5%	-7.4%	-3.9%
C/C(=N\O)C1(C)N(O)C(C)(C)C(c2ccc(F)cc2)=[N+]1[O-] (centres undefined)	5.7%	6.1%	0.722	-0.266	0.332	0.541	-3.0%	8.2%	-0.2%	-35.1%	2.5%	-7.5%
Cc1ccc(C)c(-n2c(CNC(=O)c3ccco3)nnc2SCC(=O)N2CCc3ccccc32)c1	17.0%	2.1%	0.131	-0.138	0.0515	0.568	-2.0%	2.9%	0.0%	-1.1%	2.6%	-18.9%
CCOc1ccc(C(=O)NC(=S)N2CCN(c3ccc(C(F)(F)F)cc3[N+](=O)[O-])CC2)cc1	-11.7%	8.8%	-0.0738	-0.124	0.042	0.404	-3.4%	3.5%	-0.3%	-11.7%	43.0%	-5.4%
CSc1ncc(CN2CCN(CC=C(C)C)C(CCO)C2)cn1 (centres undefined)	-1.2%	-4.0%	-1.05	-0.314	-0.683	0.946	2.7%	-5.1%	0.1%	-18.1%	-16.6%	13.0%
O=C(NN/C(=N/S(=O)(=O)c1ccc(Cl)cc1)c1ccccc1)c1ccc(O)cc1	-70.1%	4.8%	-0.206	-0.3	-0.422	0.241	4.8%	6.1%	0.0%	-2.7%	-79.7%	34.0%
O=[N+]([O-])c1cc(-c2ccc(C(=S)N3CCOCC3)o2)ccc1Cl	0.3%	0.8%	0.102	-0.287	0.184	0.19	9.0%	-1.1%	0.4%	-2.0%	-41.1%	44.4%
CC(=O)c1ccc(NC(=O)c2noc(C(C)C)c2[N+](=O)[O-])cc1	-13.4%	-8.3%	0.256	-0.282	0.234	0.549	-2.0%	4.7%	0.1%	-25.4%	-11.2%	3.6%
CCOc1cccc(NC(=O)c2cnccc2C(F)(F)F)c1	-14.4%	.	0.224	-0.0589	0.673	0.0572	.	2.7%	-0.2%	-13.4%	-10.3%	-10.4%
CCCCCC(=O)NC(Cc1ccc(OC)c([N+](=O)[O-])c1)C(=O)O (centres undefined)	8.1%	0.2%	2.14	0.0195	1.76	-1.83	2.9%	5.0%	0.2%	-20.7%	-21.3%	-1.0%
Cc1oc(-c2ccccc2F)nc1CS(=O)CC(=O)NCc1ccc(Cl)cc1 (centres undefined)	4.9%	.	.	.	.	.	.	2.3%	0.6%	-28.6%	1.7%	-0.8%
Cc1ccc(CNC(=O)C2c3ccccc3C(=O)N3CCc4ccccc4C23)o1 (centres undefined)	2.9%	5.8%	-1.87	0.138	-0.943	-0.0923	0.7%	5.9%	0.0%	-7.6%	-3.7%	4.6%
Cc1ccc(C2NC(=S)NC3=C2C(=O)CC(C)(C)C3)cc1 (centres undefined)	-1.6%	12.0%	0.644	-0.111	0.385	-0.857	2.4%	-5.0%	0.3%	-8.0%	6.5%	-18.8%
O=S(=O)(NC1CC1)c1ccc(S(=O)(=O)N(Cc2ccccn2)C2CC2)cc1	-9.2%	1.3%	-0.925	-0.268	-0.157	1.96	2.8%	0.9%	-0.1%	-17.0%	-9.2%	6.1%
O=C(NCc1ccccc1)C12CN(Cc3ccccc3)CC1C(c1cccc([N+](=O)[O-])c1)=NO2 (centres undefined)	19.0%	-8.1%	0.289	-0.16	-0.6	-0.749	1.2%	3.0%	0.0%	-13.3%	31.1%	-8.7%
O=C(CCN1C(=O)c2ccccc2C1=O)Nc1ccncc1	-8.9%	-6.0%	-1.51	-0.225	-0.368	1.11	6.4%	3.1%	-0.2%	-32.3%	-2.3%	4.7%
O=C(NCc1ccccc1)c1nc(-c2cccs2)no1	13.5%	-0.6%	1.79	-0.27	1.16	-1.01	0.5%	-1.4%	0.4%	8.1%	-11.5%	-4.8%
O=C(COC(=O)Cc1ccc(S(=O)(=O)N2CCCCC2)s1)Nc1ccc2c(c1)OCO2	0.1%	-2.9%	-0.936	0.97	-0.256	0.451	8.3%	-0.9%	-0.2%	-13.5%	-18.9%	21.1%
NC(=O)[C@H](Cc1cc2ccccc2s1)NC(=O)[C@@H]1CC2(CC(c3cccc(NC(=O)[C@@H]4CCC(=O)N4)c3)=NO2)CN1C(=O)c1ccccc1 (some centres undefined)	14.4%	18.2%	-0.642	-0.2	0.148	0.152	11.0%	-0.5%	-0.3%	9.2%	-26.3%	2.3%
Cn1nc(C(F)(F)F)c(C#N)c1N1CCN(c2ccccn2)CC1	9.3%	-0.3%	0.0321	-0.289	0.334	0.307	7.7%	1.3%	-0.5%	-14.0%	-10.1%	17.6%
CCn1c2ccccc2c2cc(NC(=O)c3cc(C)on3)ccc21	5.0%	1.8%	-0.66	-0.117	0.426	-0.148	9.5%	-3.3%	0.3%	-18.7%	-13.9%	9.5%
CCCOC(=O)C1=C(C)NC2=C(C(=O)CC(C)(C)C2)C1c1ccc(N(C)C)cc1 (centres undefined)	11.1%	0.6%	-0.344	-0.216	0.148	-0.285	6.2%	-5.5%	-0.2%	-0.6%	-0.1%	-6.1%
O=C(COC(=O)c1cc(NS(=O)(=O)c2cccs2)ccc1O)Nc1ccccc1	15.0%	6.7%	0.958	-0.588	0.482	-1.82	1.7%	-1.9%	-0.1%	-1.2%	3.7%	11.2%
CC(=O)NC(CSC(CC(=O)c1ccco1)c1ccc(C)cc1)C(=O)O (centres undefined)	0.8%	4.7%	-4.27*	0.271*	-1.51*	0.189*	17.1%	-1.2%	-0.4%	7.9%	-19.4%	1.0%
CC(C)N(C(=O)Cn1cc(S(=O)(=O)CC(=O)NCc2ccc(F)cc2)c2ccccc21)C(C)C	8.7%	.	.	.	.	.	.	-1.3%	0.0%	16.3%	0.6%	2.8%
COc1cc(CNCc2cc(OC)ccc2OC)cc(OC)c1	12.3%	.	.	.	.	.	.	-2.1%	-0.1%	-4.5%[20 µM]	-5.3%	3.6%
Cc1ccc(NC2CCCN(C(=O)CCc3cn[nH]c3)C2)cc1C (centres undefined)	13.3%	.	.	.	.	.	.	1.3%	-0.1%	0.0%	2.2%	-7.0%
CCn1c(C)cc(O)c(C(=O)Nc2cccc(Cl)c2)c1=O	-15.0%	.	.	.	.	.	.	0.9%	-0.2%	-14.1%	-98.7%	18.9%
CC(=O)Oc1ccc(N(C(C)=O)S(=O)(=O)c2cc([N+](=O)[O-])ccc2C)cc1	5.6%	-10.0%	0.751	-0.248	0.769	-0.388	1.5%	2.8%	0.8%	-0.6%	-1.1%	14.6%
N#Cc1c(/N=C\c2ccc(O)c([N+](=O)[O-])c2)sc2c1CCCC2	-22.7%	13.6%	0.274	-0.156	0.205	-0.164	7.2%	0.6%	-0.3%	38.9%	37.5%	-7.3%
CC(C)C(c1nnnn1Cc1ccc(F)cc1)N1CCN(C2CCCCC2)CC1 (centres undefined)	-18.3%	-6.3%	-1.01	-0.0726	-0.339	0.0537	-0.6%	-7.8%	-0.2%	8.6%	-1.0%	7.3%
CCOc1ccc(CSCCNC(=S)Nc2ccc(OC)cc2)cc1	16.6%	-5.1%	-1.26	-0.242	-0.707	1.41	-3.0%	.	-0.1%	21.7%	0.1%	0.4%
O=S(=O)(Nc1ccc(-c2nc3cccnc3s2)cc1)c1ccc(Cl)s1	-31.7%	-38.6%	-0.654	-0.292	-0.319	0.746	13.1%	0.3%	-0.3%	-31.9%	-29.5%	19.9%
Cc1cccc(N2CC(C(=O)Nc3nc4ccc(S(C)(=O)=O)cc4s3)CC2=O)c1C (centres undefined)	-4.4%	.	.	.	.	.	.	-0.2%	-0.2%	-10.4%	-31.5%	-1.6%
CCOc1ccccc1NC(=O)NC(=O)N(C)S(C)(=O)=O	-8.2%	6.4%	1.86	-0.168	1.16	-1.36	1.3%	-15.5%	0.3%	-21.8%	5.6%	8.5%
Cc1cccc(NS(=O)(=O)c2cc(C(=O)OCC(=O)Nc3cc(C)on3)ccc2C)c1	-0.2%	8.7%	1.28	-0.442	0.396	-0.417	-2.7%	-0.6%	-0.2%	-6.6%	-20.3%	-3.1%
O=c1c2cccc3c2c(nn1-c1ccccc1)-c1ccccc1-3	9.4%	-6.5%	-0.147	-0.479	0.104	0.2	3.2%	3.1%	0.6%	-44.8%	-39.5%	16.4%

Bioassay records as filed in PubChem BioAssay.
